EPAC2 ag – activates human EPAC2 exchange factor | EPAC2 activation, biochemical qHTS; response scale: 100% = 6.5 mM cAMP response | Potency, µM (titrated, usually from 154 µM), without a hit: top-dose activation, most hits filed as activators | hit rate 0.079% among 360,000; also: potency is read from the fitted curve at half-maximal effect; nearly all actives have a fitted effect of over 50% in size
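Compounds were titrated in qHTS against a Rap1B-BODIPY-GDP (250 nM) complex with EPAC2 (100 nM) and GDP (50 uM). BODIPY-GDP release tracked at 480/540 nm over 30 min at room temperature, normalized to 6.5 mM cAMP.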
DRD3 agonist – activates the human D3 dopamine receptor. D3R DiscoveRx beta-arrestin cells, luminescence, 90 min. hit rate 0.58% among 410,000. max activation, %; in the data active = max activation above about 30%; also: 0% is about no effect; mostly tested at two doses, the higher about 12 µM
Target sequence (P35462 whole entry, looked up): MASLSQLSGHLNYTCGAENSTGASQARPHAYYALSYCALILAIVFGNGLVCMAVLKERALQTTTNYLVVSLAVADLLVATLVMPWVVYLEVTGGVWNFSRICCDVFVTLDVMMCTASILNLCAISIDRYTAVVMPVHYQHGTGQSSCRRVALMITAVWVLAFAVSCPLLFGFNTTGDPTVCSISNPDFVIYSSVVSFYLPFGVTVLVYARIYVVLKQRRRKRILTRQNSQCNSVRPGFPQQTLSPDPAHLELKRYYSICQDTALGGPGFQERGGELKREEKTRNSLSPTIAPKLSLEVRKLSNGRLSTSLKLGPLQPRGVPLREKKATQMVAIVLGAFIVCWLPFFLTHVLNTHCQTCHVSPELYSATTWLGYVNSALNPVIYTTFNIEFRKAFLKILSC
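Agonist mode: compounds and dopamine controls were applied to plated cells for 90 min at 37 degrees C after an overnight attachment at 1500 cells/well. Luminescent read-out followed 30 - 60 minutes at room temperature with DiscoveRx detection reagent.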
Mm-Cpn inhibitor – inhibitors of Methanococcus maripaludis chaperonin (MmCpn). purified Mm-Cpn ATPase, ADP Transcreener TR-FRET. AID 504842. hit rate 0.031% among 330,000. Potency, µM (series often up to 76.9 µM), inactives show at the highest dose activity, negative = inhibition, actives largely listed as inhibitors; also: potency is read from the fitted curve at half-maximal effect; % is scaled to controls: 0 for no effect and ±100 for the full control effect; nearly all actives have a fitted effect of over 80% in size
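Purified archaeal chaperonin (25 nM final) was preincubated with compound for 10 min at 37°C, then ATP (10 uM final) was added for 30 min at 37°C in Tris pH 7.4/KCl/MgCl2/DTT buffer. ADP was quantified by HTRF Transcreener TR-FRET.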
pAkt inh – blocks phosphorylation of Akt; hit rate 0.32% among 360,000; Neuro2A IGF-stimulated pAkt S473 HTRF, 20 min; active compounds read low; activity change, % for hits at 50 µM; in the data active = activity change below about -80%; inconclusive = mostly about -51% to -80%; also: % is scaled to controls: 0 for no effect and ±100 for the full control effect
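Neuro2A cells in DMEM with 0.5% FBS, overnight at 37 deg C, given compound at single 50 µM final, then IGF (6 nM final) for 20 min at 37 deg C. Lysed; phospho-Akt Ser473 by HTRF after 24 h, 665/615 ratio.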
PTHR1 ag – agonists of human PTHR1 parathyroid hormone receptor | AID 743266 | Q03431 | HEK293 GP2 PTHR1 cells, GloSensor cAMP luminescence, 1 h | hit rate 0.075% among 410,000 | Potency, µM (titrated, usually from 115 µM), for the others: top-dose activation, usual class: activators; also: potency is read from the fitted curve at half-maximal effect; nearly all actives have a fitted effect of over 55% in size; some results filed as inactive show a strong effect at the top dose; inactives centre near -15; many of its hits are not listed in these tables
Target sequence (Q03431 whole entry, looked up): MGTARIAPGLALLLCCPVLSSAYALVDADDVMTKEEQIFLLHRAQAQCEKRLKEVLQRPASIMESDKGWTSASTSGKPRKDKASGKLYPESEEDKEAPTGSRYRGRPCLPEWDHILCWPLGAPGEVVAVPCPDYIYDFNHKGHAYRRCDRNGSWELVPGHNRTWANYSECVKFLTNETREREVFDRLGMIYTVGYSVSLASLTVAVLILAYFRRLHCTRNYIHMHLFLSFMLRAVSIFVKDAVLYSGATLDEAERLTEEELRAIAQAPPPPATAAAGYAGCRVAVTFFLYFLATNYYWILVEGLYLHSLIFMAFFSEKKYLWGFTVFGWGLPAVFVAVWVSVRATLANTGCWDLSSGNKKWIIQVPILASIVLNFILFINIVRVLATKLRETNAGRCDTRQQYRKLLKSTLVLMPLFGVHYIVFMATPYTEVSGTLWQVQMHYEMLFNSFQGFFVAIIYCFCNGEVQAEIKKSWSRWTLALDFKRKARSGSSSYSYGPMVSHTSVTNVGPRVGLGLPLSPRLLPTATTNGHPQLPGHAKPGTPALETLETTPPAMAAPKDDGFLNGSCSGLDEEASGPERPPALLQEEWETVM
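HEK-293-derived GP2 cells expressing PTHR1 and a GloSensor cAMP reporter, 3,000/well, plated overnight, given luciferin plus IBMX (each 0.5 mM as added) for 1 h at 37 °C, then compound for 1 h at 37 °C. Luminescence was read after 15 min at room temperature.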
CCT modulator – modulators of cytosolic chaperonin (CCT/TRiC) activity; hit rate 0.3% among 360,000; activity change, % (no concentration beside the values), hits read low; purified chaperonin ATPase assay, HTRF ADP detection, 30 min; AID 651819; in the data active = activity change below about -30%; also: % is scaled to controls: 0 for no effect and ±100 for the full control effect
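TRiC (40 or 20 nM final, by batch activity) in 30 mM Tris pH 7.4, 100 mM KCl, 5 mM MgCl2, 1 mM DTT was treated with compound at 76 uM single dose, then 10 uM ATP, 30 min at 37 °C. ADP was read by HTRF Transcreener.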
DRD3 antagonist – antagonists of human D3 dopamine receptor; P35462; AID 652054; max response, negative = inhibition, %; D3R cells, DiscoveRx beta-arrestin luminescence, antagonist mode; active compounds read low; hit rate 2.5% among 360,000; in the data active = max response below about -50%; inconclusive = no clear call, values can overlap the other calls; also: % is scaled to controls: 0 for no effect and ±100 for the full control effect; mostly tested at two doses, the higher about 12 µM
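Cells expressing the human receptor were seeded at 1500 cells/well, incubated overnight at 37 degrees C in 5% CO2, then exposed to library compounds with dopamine controls for 90 minutes at 37 degrees C before luminescent detection.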
EPAC2 antagonist – EPAC2 (human) antagonism; hit rate 0.18% among 360,000; Potency, µM (titrated, usually from 114 µM), without a hit: at the highest dose activity, negative = inhibition, most hits filed as inhibitors; AID 720708; EPAC2 GEF exchange of Rap1B-BODIPY-GDP, fluorescence; also: potency is read from the fitted curve at half-maximal effect; % is scaled to controls: 0 for no effect and ±100 for the full control effect; nearly all actives have a fitted effect of over 45% in size; many of its hits are not listed in these tables
Starred values were filed as active, the others as inactive; i = inactive; ? = inconclusive; / = not tested or not shown; & = joins results of further samples; [ ] = remark or other dose. Unless noted, calls follow the shape of the dose curve; as a rule, active = well fitted curve in the direction sought with a large enough effect; inconclusive = small, poorly fitted or top-dose-only effect, or another doubt; inactive = no such curve, though single readings can be large; an effect the other way counts as inactive or inconclusive. This is a subset (hit frequency here may not be typical).

SMILES	EPAC2 ag	DRD3 agonist	Mm-Cpn inhibitor	pAkt inh	PTHR1 ag	CCT modulator	DRD3 antagonist	EPAC2 antagonist
CCOc1cc(NC(=O)C2CC2)c(OCC)cc1NC(=O)CCn1nnc2ccccc21	-8%	-1	-1%	i	-13%	-2.4	8	7%
Cc1[nH]c2ccccc2c1SCC(=O)Nc1nccs1	11%	4	0%	i	-49%[inhibitor]	-1.8	-11	4%
COc1ccc(N(C(=O)C(C)C)S(=O)(=O)c2ccc3c(c2)n(C)c(=O)n3C)cc1	-10%	3	0%	i	-8%[57.5 µM]	-3.7	-11	0%[57.1 µM]
COc1ccccc1/C=C1/C(=O)ON=C1C	7%	3	2%	i	-13%	0.5	0	11%
CC1CCCN(C/C(O)=C(\C#N)c2nc3ccccc3[nH]2)C1 (stereo not drawn)	-1%	-2	1%	i	-16%	0.0	12	-23%
Cc1nnc(SCC(=O)N(C)Cc2ccccc2)[nH]c1=O	9%	-1	0%	i	i	0.7	0	3%
O=C1[C@@H]2[C@H](C(=O)N1Cc1cccnc1)[C@H]1C=C[C@@H]2C1	9%	0	2%	i	i	-0.9	-14	6%
CCCCN(Cc1cccs1)S(=O)(=O)c1csc(C(N)=O)c1	4%	2	-1%	/	-17%	-0.1	0	?
CCNC(=O)N1CCN(CCCC(c2ccc(F)cc2)c2ccc(F)cc2)CC1	-3%	-88&-20	0%	i	-31%[inhibitor]	0.4	-114*	-7%
CCOc1ccc(OCCOC(=O)CNC(=O)c2ccc(Cl)cc2Cl)cc1	-2%	-17	-8%	i	-26%	-3.9	-20	-11%
O=C(CCc1nc2ccccc2c(=O)[nH]1)N1CCN(S(=O)(=O)c2ccc(F)cc2)CC1	1%	1	0%	i	i	1.6	9	6%
CCCc1[nH]nc2c1C(c1ccc(OC(=O)N3CCOCC3)cc1)C(C#N)=C(N)O2 (stereo not drawn)	3%	-5	-1%	i	-1%[57.5 µM]	-2.9	2	-8%
CCOC(=O)C1(Cc2cccc(Cl)c2)CCCN(C(=O)c2cc(C(C)C)nn2C)C1 (stereo not drawn)	3%	1	0%	i	-10%	-2.7	24	-11%
COc1ccc(S(=O)(=O)N2CCN(C3CC4CCC3C4)CC2)cc1 (stereo not drawn)	3%	-19	-1%	i	-33%	1.0	-16	-6%
CC(C)[C@H](NC(=O)c1ccccc1)C(=O)OCC(=O)N1CC2(C)CC1CC(C)(C)C2 (stereo partly drawn)	6%	3	-3%	i	i	-0.9	14	19%
C[C@@H]1CC2[C@@H]3CC[C@H]4CC(=O)CC[C@]4(C)C3=CC[C@]2(C)[C@@]1(O)C(=O)CO (stereo partly drawn)	12%	-6	2%	i	i	-0.7	-1	0%
COc1ccccc1C1/C(=C(/O)c2ccc(C)cc2)C(=O)C(=O)N1Cc1ccco1 (stereo not drawn)	3%	3	0%	i	i	-0.3	9	7%
Cc1ccc(Cc2cnc(NC(=O)C3CCCO3)s2)cc1 (stereo not drawn)	2%	-3	1%	i	-30%	-2.4	-10	-6%
O=C(C1=C[C@H](c2coc3ccccc3c2=O)C[C@H](OCCCCO)O1)N1CCN(Cc2ccccc2)CC1	-1%	15	/	i	i	0.5	5	2%
Cc1cc(C(F)(F)F)nc(Nc2nc(C)c3ccccc3n2)n1	-4%	3	0%	i	i	-1.6	14	-2%
Cc1cc(NC(=O)COC(=O)c2n[nH]c3ccccc23)no1	9%	-5	-1%	i	-5%[57.5 µM]	0.8	5	-2%
CCOC(=O)Nc1n[nH]c(NC(=O)OCC)c1[N+](=O)[O-]	9%	5	1%	i	i	-1.0	10	-2%
N#CCCN/N=C(/Cc1nc2ccccc2[nH]1)c1cccc(Cl)c1	5%	-4	-1%	i	-5%[57.5 µM]	-1.2	?	3%
CCCOc1ccc(C(C)(O)CN2CCOCC2)cc1 (stereo not drawn)	1%	-6	1%	i	i	-4.1	-2	-1%
O=c1cc(O)c(-c2ccccc2Cl)c(Cl)[nH]1	-6%	-2	-3%	i	i	-2.3	-8	3%
N=C1SCC(=O)N1c1ncc(Cc2ccc(F)cc2)s1	-4%	-10	0%	i	i	-0.4	?	0%
Cc1ccc(-n2cc(CNCCN3CCOC3=O)c(-c3cccc(C)c3)n2)cc1	-14%	-15	-19%	i	i	-0.2	-17	5%
O=C1CCN(S(=O)(=O)c2ccc(Br)cc2)CCN1	-6%	-11	0%	i	i	1.4	-9	8%
Cc1ccc(/C=C/C(=O)N2CCN(Cc3ccccc3)CC2)o1	-2%	-7	-2%	i	-9%	0.4	0	-1%
CCN(C(=O)CSc1nnc(-c2c[nH]c3ccccc23)n1C1CC1)C1CCS(=O)(=O)C1 (stereo not drawn)	5%	4	-4%	i	i	1.5	-1	-6%
CCc1ccc(C2CC(=O)NC(SCC(=O)OC(C)C)=C2C#N)cc1 (stereo not drawn)	5%	-6	-2%	i	-24%	-1.1	0	-12%
O=C(CC1NCCc2ccccc21)Nc1cccc(Cl)c1 (stereo not drawn)	1%	-22	-4%	i	i	-1.8	-96*	4%
COc1ccc(OC)c(NC(=O)CN(C)CCOc2ccc(Br)cc2)c1	10%	-5	1%	i	-5%	-1.8	4	-10%
Cc1oc2c(c1C(=O)NCCO)CCCC2	7%	6	2%	i	-7%[57.5 µM]	-25	-1	3%
COc1cccc(-c2c(NC(=O)c3ccco3)n(-c3ccc(C)cc3)nc(C)c2=O)c1	13%	6	-2%	i	1%[57.5 µM]	-6.1	-9	-8%
Brc1ccccc1C1=Nn2c(nnc2-c2ccco2)SC1	-1%	-1	1%	i	-4%	1.9	-18	1%
COc1ccc(-c2cc(C(=O)N3CCCC3)c3ccccc3n2)cc1OC	-3%	1	-2%	i	-2%	-5.2	2	-3%
O=C1C(Cl)=C(N2CCCCC2)C(=O)N1c1ccccc1	-4%	-9	0%	i	-22%[57.5 µM]	-1.2	-28	-3%
CC(C)C(NC(=O)c1ccccc1)C(=O)N/N=C\c1ccco1 (stereo not drawn)	-3%	-6	1%	i	i	-1.2	-10	0%
CCC(C)NC(=O)Cn1c(=O)n(-c2ccccc2)c(=O)c2ccc(C(=O)NCc3ccco3)cc21 (stereo not drawn)	-7%	-2	-2%	i	i	-0.8	0	5%
CN(C)c1ccc(NC(=O)Cn2cc3c(n2)CCCC3)cc1	-2%	-1	-1%	i	-1%	-3.2	14	11%
CC(=O)Nc1ccc(-c2ccnc3c2CC(C(=O)Nc2ccc(Cl)c(C(F)(F)F)c2)O3)cc1 (stereo not drawn)	4%	-9	/	i	i	-1.9	-66*	16%
CCCCc1nc2ccccc2n1Cc1nnc2n1-c1ccccc1SC2	-4%	-1	1%	i	-8%[57.5 µM]	0.4	9	5%
Cn1cnc2c1c(=O)n(Cc1ccccc1)c(=O)n2C	-2%	-8	-3%	i	i	-0.8	-20	1%
CN(C)c1nc(N/N=C\c2ccc(Cl)c([N+](=O)[O-])c2)nc(Nc2ccc(F)cc2)n1	-3%	-12	/	i	-9%[57.5 µM]	-0.3	-24	7%
COc1cc(CNCCSc2nnnn2C)cc(Br)c1OCc1ccc(F)cc1	4%	-17	-2%	i	-56%[inhibitor][57.5 µM]	-17	-19	-11%
O=C(NC1CCCCC1)C(c1ccc(F)cc1)N(Cc1ccco1)C(=O)CN1C(=O)c2ccccc2S1(=O)=O (stereo not drawn)	-2%	-5	0%	i	i	-1.2	-13	12%
CCOc1ccc(N=c2oc3cc(O)ccc3cc2C(=O)NCC2CCCO2)cc1 (stereo not drawn)	9%	-3	0%	i	i	-0.8	19	0%
COC(=O)CCC(=O)Nc1nnc(C(F)(F)F)s1	4%	-1	-1%	i	-15%[57.5 µM]	-2.4	-5	0%
CCN(CC)S(=O)(=O)c1ccc(N2CC(C(=O)Nc3cccc(C(=O)NC4CC4)c3)CC2=O)cc1 (stereo not drawn)	-8%	5	/	i	-24%	1.1	-11	41%[activator]
CCN(C[C@H]1N[C@@](C)(C(=O)OC)[C@H]2C(=O)N(Cc3ccccc3)C(=O)[C@@H]12)S(=O)(=O)c1ccc(C)cc1	6%	19	2%	i	-17%	0.7	-6	-1%
COc1ccc(/C=N/NC(=O)CNC(=O)c2cccs2)cc1	-4%	5	2%	i	-1%	0.1	0	8%
COc1ccc(-n2c(SCC(=O)Nc3cc(C)on3)nc3ccccc3c2=O)cc1Cl	11%	1	-1%	i	i	-2.0	4	23%
CCOc1ccc(NS(=O)(=O)c2ccc(OCC(=O)N3CCCC3)cc2)cc1	13%	17	1%	i	-15%[57.5 µM]	-0.7	7	1%
COc1ccc(C(CC(=O)Nc2ccc(C)cc2)NC(=O)C(F)(F)F)cc1 (stereo not drawn)	-5%	-13	0%	i	i	0.3	19	3%
COc1ccc2sc(-c3ccccc3OC)c(C#CC(C)(C)O)c2c1	21%	11	?	i	-16%	0.4	22	-15%
O=C(Cc1ccccn1)c1ccc(O)cc1O	2%	-4	?	i	-44%[inhibitor]	-0.4	3	-2%
O=C1N[C@@H](Cc2ccccc2)C(=O)N2[C@H]3Nc4ccccc4[C@@]3([C@]34C[C@H]5C(=O)N[C@@H](Cc6ccccc6)C(=O)N5[C@H]3Nc3ccccc34)C[C@@H]12	7%	0	/	i	-9%	-0.4	2	-1%
CCN(CC)c1ccc(/C=C2\C(=N)N3N=C(CC(=O)N4CCOCC4)SC3=NC2=O)cc1	-417%[inhibitor]	-8	2%	i	-12%	-2.0	-16	1%
Cc1c(C)n(C(=O)CN2CCN(c3ccccc3)CC2)c2ccccc12	-1%	-4	1%	i	0%[57.5 µM]	1.8	-6	-11%

Quoted at random: 2 records from the list
SMILES	EPAC2 ag	DRD3 agonist	Mm-Cpn inhibitor	pAkt inh	PTHR1 ag	CCT modulator	DRD3 antagonist	EPAC2 antagonist
COc1ccc(-c2cc(C(=O)N3CCCC3)c3ccccc3n2)cc1OC	-3%	1	-2%	i	-2%	-5.2	2	-3%
O=C1C(Cl)=C(N2CCCCC2)C(=O)N1c1ccccc1	-4%	-9	0%	i	-22%[57.5 µM]	-1.2	-28	-3%
